# Source: PubChem (Sanford-Burnham Center for Chemical Genomics)
# PfG6PD inh: PfG6PD (Plasmodium falciparum) enzyme inhibition. PfGluPho enzyme, NADPH resazurin-diaphorase fluorescence. inhibition, % at 20 µM. 350,000 compounds, 0.78% hits;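 active means inhibition reaching at least a set limit at 20 µM in the primary screen, cut at about 59% in these data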;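 further: 0% = DMSO wells with substrate and 100% = DMSO wells lacking glucose-6-phosphate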
# SENP8 block-1: inhibitors of human SENP8 protease; Q96LD8; recombinant SENP8, Nedd8 substrate fluorescence; inhibition, % at 20 µM; 360,000 compounds, 0.64% hits; AID 602440; in the data active means inhibition mostly above about 40%, no sharp cut-off; inactive means mostly below about 27%
# SENP7 block: SENP7 protease inhibition; AID 434973; inhibition, % at 5 µM; 330,000 compounds, 1.5% hits; recombinant SENP7, Z-RLRGG-aminoluciferin luminescence, 40 min;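 active means inhibition above about 50% at the single test dose, limit read from the data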;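 further: plate controls were DMSO with enzyme for no effect and no enzyme buffer wells for full effect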
# SENP1 FRET inh: blocks the human SENP1 SUMO protease catalytic domain. recombinant SENP1 catalytic domain, CyPet-SUMO1-YPet FRET cleavage. inhibition, % at 10 µM. 360,000 compounds, 0.21% hits. AID 624204;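 active means inhibition at least 30% at 10 µM, raw YFP signal under a set limit, fluorescence ratio 0.5 to 1.5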;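 further: 0% = enzyme with DMSO and 100% = no enzyme wells; some results filed as inactive read as strong as hits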
#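 material = recombinant human SENP1 catalytic domain, His6-tagged | quantity = 20 pM enzyme | reagent = 25 nM SUMO1 FRET substrate | compound dosing = 10 µM single point, 0.5% DMSO | timing = 50 min enzyme reaction, room temperature, light-protected | detection = FRET, CFP and YFP emission | control set = no-enzyme low, enzyme-DMSO high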
# HKDC1 inh: inhibitors of human hexokinase HKDC1. AID 493160. Q2TB90. recombinant HKDC1, G6PDH/diaphorase resazurin coupled fluorescence. 340,000 compounds, 0.16% hits. inhibition, % at 20 µM;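 active means inhibition above about 35% when tested at 20 µM, limit read from the data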;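 further: plate controls were DMSO wells with enzyme for no effect and DMSO wells lacking enzyme for full effect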
# Target sequence (Q2TB90 whole entry, looked up): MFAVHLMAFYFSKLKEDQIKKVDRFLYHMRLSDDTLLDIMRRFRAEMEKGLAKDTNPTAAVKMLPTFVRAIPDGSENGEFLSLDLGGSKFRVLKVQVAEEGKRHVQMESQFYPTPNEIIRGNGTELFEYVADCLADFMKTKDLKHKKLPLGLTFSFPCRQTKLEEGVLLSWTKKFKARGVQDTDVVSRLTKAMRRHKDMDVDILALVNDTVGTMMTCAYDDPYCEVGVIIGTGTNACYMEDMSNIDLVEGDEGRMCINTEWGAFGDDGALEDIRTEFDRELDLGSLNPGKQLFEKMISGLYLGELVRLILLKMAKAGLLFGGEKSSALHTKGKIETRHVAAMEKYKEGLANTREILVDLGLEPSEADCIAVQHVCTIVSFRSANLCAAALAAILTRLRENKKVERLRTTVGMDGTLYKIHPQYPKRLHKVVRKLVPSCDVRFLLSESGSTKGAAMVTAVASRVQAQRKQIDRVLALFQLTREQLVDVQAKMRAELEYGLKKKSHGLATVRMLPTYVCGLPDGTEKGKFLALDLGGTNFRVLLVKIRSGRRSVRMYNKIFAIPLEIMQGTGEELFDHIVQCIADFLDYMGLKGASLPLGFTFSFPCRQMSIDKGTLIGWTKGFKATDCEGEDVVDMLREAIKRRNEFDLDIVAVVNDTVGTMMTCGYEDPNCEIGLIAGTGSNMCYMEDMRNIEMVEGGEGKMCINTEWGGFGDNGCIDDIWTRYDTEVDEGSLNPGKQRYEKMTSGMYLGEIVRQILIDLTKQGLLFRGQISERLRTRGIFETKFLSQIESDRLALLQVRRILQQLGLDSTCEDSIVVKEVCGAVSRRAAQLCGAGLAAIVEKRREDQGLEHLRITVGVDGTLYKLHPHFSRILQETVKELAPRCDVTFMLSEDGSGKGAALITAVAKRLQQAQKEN
#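 Assay system: recombinant HKDC1 hexokinase; detection: coupled resazurin fluorescence, excitation 525 nm, emission 613 nm; benchmarks: DMSO-plus-enzyme-mix negative control, buffer-substituted positive control; compound dosing: single 20 µM dose; schedule: 90 min at room temperature in dark; also added: glucose plus 1 mM ATP as hexokinase substrates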
# SENP6 block: inhibitors of human SENP6 protease | Recombinant SENP6 catalytic domain, aminoluciferin luminescence | inhibition, % at 10 µM | 330,000 compounds, 1.8% hits;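 active means inhibition above about 50% at the single tested dose, limit read from the data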;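 further: plate controls were DMSO wells with enzyme for no effect and DMSO wells lacking enzyme for full effect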
# SENP8 block-2: SENP8 protease inhibition; purified SENP8, Z-RLRGG-aminoluciferin cleavage, luminescence; AID 2540; Q96LD8; inhibition, % at 10 µM; 330,000 compounds, 1.2% hits; in the data active means inhibition above about 50%
# beta cell repl: inducers of beta-cell replication in MIN6 cells. 330,000 compounds, 0.29% hits. AID 2380. MIN6 cells proliferation, ATPlite luminescence, 48 h; cells starved in 0.2% serum; 100% = growth in 10% serum. proliferation, % at 10 µM;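 active means compounds whose signal lies at least 3.5 SD above the mean of all wells on their plate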;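 further: 0% = DMSO-treated cells in low-serum medium and 100% = 10% serum control; some compounds called inactive have numbers as strong as hits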
# UBC13 polyUb: inhibitors of human UBC13 polyubiquitin chain formation | 330,000 compounds, 0.47% hits | P61088 | TR-FRET | AID 485273 | inhibition, % at 20 µM; in the data active means inhibition above about 45%, passing the limit was not always enough
# * = called active by the depositor; i = inactive; · = no result given.
SMILES,PfG6PD inh,SENP8 block-1,SENP7 block,SENP1 FRET inh,HKDC1 inh,SENP6 block,SENP8 block-2,beta cell repl,UBC13 polyUb
CN(C)S(=O)(=O)c1ccc(Cl)c(NC(=O)COC(=O)/C=C/c2ccco2)c1,0,8,14,0,1,-12,3,3,-6
CCc1ccc2nc(N(CCCN(C)C)C(=O)c3ccc(S(=O)(=O)N4CCCC4)cc3)sc2c1,2,10,-7,2,-1,-3,2,-6,44
Cc1ccc(C)c(CSc2nnc(-c3cccnc3)n2N)c1,-5,10,2,2,-7,-7,-12,-1,-10
Cc1ccc2c(c1)N(CC(=O)NCCCN1CCCCC1)C(=O)c1cccnc1O2,10,7,-8,1,-3,-4,-12,-1,-1
Nc1ccc(-c2cc(-c3ccc(N)cc3)nc(-c3ccccc3)n2)cc1,-16,-288,4,-50,1,2,4,3,8
CC1CN(CCc2ccccc2)c2nc3c(c(=O)[nH]c(=O)n3C)n2C1 (stereo not drawn),7,9,-8,2,-7,-15,-6,-1,4
COc1ccc(Cl)cc1NC(=O)CN(C)C(C)C(=O)NC(=O)NC1CCCCC1 (stereo not drawn),9,0,-1,0,-3,-3,2,-2,2
Nc1nonc1C(=O)N/N=C/c1ccc(-c2cccc([N+](=O)[O-])c2)o1,10,12,-6,2,-8,-6,-21,3,-13
Cc1oc(-c2cccc(Cl)c2)nc1CN1CCC(C(=O)NCc2ccco2)CC1,3,22,-7,-7,-5,-31,-8,-3,5
O=C(NC1CCCC1)c1ccc(S(=O)(=O)N2CCOCC2)cc1,-11,1,-5,1,-7,-8,-7,-2,-2
O=C(CCN1C(=O)C2CC=C(Cl)CC2C1=O)NC1CCCCC1 (stereo not drawn),-15,7,1,-8,-6,4,-4,-2,-1
COc1ccc(C(C)=O)cc1CSc1nc2cc(Cl)ccc2o1,15,30,-4,1,8,-13,-8,-3,-5
CC(C)(C)C(=O)NC(=S)Nc1ccccc1C(N)=O,-9,-75,-6,1,0,-4,-2,0,-1
CC(=O)N1CCc2c(sc(NC(=O)CS(=O)(=O)c3ccc(F)cc3)c2C(N)=O)C1,-7,-243,8,-128,0,11,3,2,-8
O=C1NC(CCc2ccccc2)C(=O)N1Cc1ccc(Br)cc1 (stereo not drawn),-17,5,2,1,-2,-6,5,-2,11
O=C(NC1CCCC1)c1cccc2c1C(=O)c1ccc(N3CCCCC3)cc1S2(=O)=O,-6,2,-17,-30,3,-6,-7,1,-119
CC(C)Oc1cccc(C(=O)C2CCCN(C(=O)c3cc(C(F)(F)F)[nH]n3)C2)c1 (stereo not drawn),-20,11,7,0,-4,13,-3,-3,-2
CC(Oc1cccc(Cl)c1)C(=O)N(C)CC(=O)Nc1ccc(N2CCOCC2)cc1 (stereo not drawn),5,14,5,1,-5,2,4,3,-1
Cc1cc(=O)oc2c(C(=O)c3ccccc3)c(OCC(N)=O)ccc12,-10,5,-14,2,1,-4,5,-2,-2
COc1ccccc1OCCN1CSC(=S)N(C)C1,-14,10,-1,1,17,2,7,0,10
COc1ccc(N(CC(=O)NC2CCCC2)C(=O)CCC(=O)Nc2cc(C)on2)cc1OC,4,10,0,1,-5,2,4,1,4
COc1ccccc1-c1nnc(SCC(=O)NC2CCS(=O)(=O)C2)n1N (stereo not drawn),0,6,-8,2,-12,-13,-6,-1,-1
COc1ccc(C(=O)COC(=O)c2ccc3c(c2)OCCO3)c(OC)c1,-2,11,-4,1,-4,-6,5,-3,10
O=C(CC(=O)c1cccc([N+](=O)[O-])c1)Nc1ccccc1Cl,39,19,9,1,-12,9,6,-4,-7
CCOC(=O)CC(=O)CSc1nc2sc(C)cc2c(=O)n1Cc1ccco1,12,12,3,-5,-3,7,4,-3,10

# A different layout for some results above.
Compound	PfG6PD inh	SENP8 block-1	SENP7 block	SENP1 FRET inh	HKDC1 inh	SENP6 block	SENP8 block-2	beta cell repl	UBC13 polyUb
CC(C)Oc1cccc(C(=O)C2CCCN(C(=O)c3cc(C(F)(F)F)[nH]n3)C2)c1 (stereo not drawn)	-20	11	7	0	-4	13	-3	-3	-2
Nc1ccc(-c2cc(-c3ccc(N)cc3)nc(-c3ccccc3)n2)cc1	-16	-288	4	-50	1	2	4	3	8
CC1CN(CCc2ccccc2)c2nc3c(c(=O)[nH]c(=O)n3C)n2C1 (stereo not drawn)	7	9	-8	2	-7	-15	-6	-1	4
O=C(CCN1C(=O)C2CC=C(Cl)CC2C1=O)NC1CCCCC1 (stereo not drawn)	-15	7	1	-8	-6	4	-4	-2	-1
CC(Oc1cccc(Cl)c1)C(=O)N(C)CC(=O)Nc1ccc(N2CCOCC2)cc1 (stereo not drawn)	5	14	5	1	-5	2	4	3	-1

# (list continues)
SMILES,PfG6PD inh,SENP8 block-1,SENP7 block,SENP1 FRET inh,HKDC1 inh,SENP6 block,SENP8 block-2,beta cell repl,UBC13 polyUb
Cc1nn(C)c(C(=O)N2CCN(C(=O)c3ccco3)CC2)c1Br,-4,12,-8,2,-5,-11,-6,0,-16
O=C(NNC(=O)C1CCCN(S(=O)(=O)c2ccc3ccccc3c2)C1)C1CC1 (stereo not drawn),10,13,-3,1,-9,-3,-6,1,-4
O=C(O)c1cnn(-c2nc(-c3ccc(Cl)c(Cl)c3)cs2)c1C(F)(F)F,-25,-30,3,1,3,17,8,-3,4
O=C(/C=C/c1ccccc1)NC1CCCc2ccccc21 (stereo not drawn),·,·,-12,·,·,-19,-9,0,-16
COc1cc(C(C)=O)cc(OC)c1O,-3,26,·,2,11,·,·,·,·
c1ccc(C[n+]2cccc3c4ccccc4ccc32)cc1,-5,i,3,-4,-2,-15,2,-6,8
COc1cc2c(cc1OC)CN(CC(=O)Nc1cccc(C)c1)CC2,-13,-37,4,-87,-6,17,3,-2,3
COc1ccc(NC2c3ccccc3C(=O)N2c2ccccn2)cc1 (stereo not drawn),17,21,-12,1,-3,-1,-4,1,8
COc1ccc(N2CCN(CC(O)COc3ccccc3[N+](=O)[O-])CC2)cc1 (stereo not drawn),-14,17,-2,0,13,-3,-3,4,4
O=C(O)c1ccc(N2C(=O)c3cccc4cccc(c34)C2=O)cc1,9,-183,-11,-6,0,-19,1,5,-14
CN(C)c1ccc(/C=N/NC(=O)c2nonc2N)cc1[N+](=O)[O-],-8,29,55*,2,-7,45,21,-2,-86
CCCCn1c(C)cc(C)c(S(=O)(=O)c2ccccc2C)c1=O,-16,14,4,2,-3,-9,4,-3,8
CC(Oc1ccc2c3c(c(=O)oc2c1)CCCC3)C(=O)NCC(O)c1ccccc1 (stereo not drawn),-13,-243,-1,0,6,-4,-9,2,5
Cc1ccc(C)c(C(=O)COC(=O)Cn2c(C)csc2=O)c1,-10,-9,-3,1,3,6,-4,0,3
O=C(NCCCNCCCNC(=O)c1ccccn1)c1ccccn1,21,16,6,-1,-4,17,5,-3,0
O=C(COc1ccccc1Cl)NC(=O)NC1CCCCC1,17,17,14,2,-5,-13,-4,-1,-4
CC1CCCCN1CCCNC(=O)CN1C(=O)c2cccnc2Oc2ccc(Cl)cc21 (stereo not drawn),-2,7,0,-1,-7,2,-1,-1,4
CCOC(CNC(=O)C(=O)Nc1cc2c3c(c1)CC(=O)N3CCC2)OCC,-8,10,5,4,-2,8,-4,-4,0
O=C(CS(=O)(=O)c1cn(CC(=O)N2CCCC2)c2ccccc12)Nc1ccccc1F,-4,7,-7,-1,-7,-3,11,0,-6
Cc1cc2cc3c(cc2nc1SCC(=O)OC(C)C)OCO3,6,-29,-2,-1,0,-6,-8,-2,6
COc1ccccc1C(=O)Nc1ccc2c(c1)CN(C(=O)CSC)CC2,-2,23,1,3,-5,4,2,-3,1
CCOc1cc(C)c(C(C)C)cc1S(=O)(=O)N1CCN(C)CC1,-19,30,6,0,-2,-9,-4,2,8
Cc1ccc(S(=O)(=O)NNC(=O)c2snnc2C)cc1,-17,10,2,1,-4,-13,0,-2,-7
COc1ccccc1CNC(=O)CN(c1ccc(C)cc1)S(=O)(=O)c1c(C)nn(C)c1C,-1,21,-4,0,-13,-11,-2,-2,-7
CCn1c(=O)n(CC(=O)Nc2cccc(OC)c2)c(=O)c2ccccc21,8,20,-2,3,-2,-14,-1,-1,3

# Limited to SENP8 block-1 (five entries from above):
canonical_smiles | SENP8 block-1
Cc1oc(-c2cccc(Cl)c2)nc1CN1CCC(C(=O)NCc2ccco2)CC1 | 22
CC(Oc1cccc(Cl)c1)C(=O)N(C)CC(=O)Nc1ccc(N2CCOCC2)cc1 (stereo not drawn) | 14
COc1ccccc1OCCN1CSC(=S)N(C)C1 | 10
c1ccc(C[n+]2cccc3c4ccccc4ccc32)cc1 | i
Cc1ccc(C)c(CSc2nnc(-c3cccnc3)n2N)c1 | 10

# Next section.
SMILES,PfG6PD inh,SENP8 block-1,SENP7 block,SENP1 FRET inh,HKDC1 inh,SENP6 block,SENP8 block-2,beta cell repl,UBC13 polyUb
CCc1nnc(NC(=O)CSc2nc3c(c(=O)n2C)SC(C)C3)s1 (stereo not drawn),5,9,-4,1,2,4,-11,0,-10
COc1ccc(CC2S/C(=N/N=C/c3ccc(O)cc3)NC2=O)cc1 (stereo not drawn),-14,-7,-7,-1,-2,-11,-2,-2,-5
O=C(CCC1CCN(Cc2ccccc2O)CC1)NC1CC1,5,20,3,1,-5,-14,-3,-4,0
COc1ccc(OC)c(Nc2nc(-c3ccc(O)c(O)c3)cs2)c1,22,-184,6,-5,2,-4,-16,-4,3
CN(C(=O)c1ccc2c(c1)OCO2)C1CCCCC1,-4,12,10,2,-5,1,-20,3,-4
COc1cccc(CNC2CCCc3ccccc32)c1OC (stereo not drawn),-9,13,2,0,-10,1,-1,9.1*,8
CC(=O)Nc1ccc(S(=O)(=O)N(Cc2ccccc2)C(C)C)cc1,4,-1,0,-65,5,-9,-5,-6,-8
COCCCNC(=O)COc1cc(C)c(Cl)c(C)c1,9,7,0,0,-3,-2,3,0,3
O=C(Nc1ccc(S(=O)(=O)NC2=NCCCCC2)cc1)c1ccc([N+](=O)[O-])s1,19,31,14,-4,6,13,5,-7,-16
